High-throughput results from PubChem.
STK33 kin inh: STK33 kinase inhibitors, primary screen, biochemical, luminescence, ADP-Glo, MBP substrate; inhibition, % at 12.5 µM; AID 2322, 2010; 0.44% of 27,000 active; in the data active = inhibition above about 20%
Target sequence (Q9BYT3 whole entry, looked up): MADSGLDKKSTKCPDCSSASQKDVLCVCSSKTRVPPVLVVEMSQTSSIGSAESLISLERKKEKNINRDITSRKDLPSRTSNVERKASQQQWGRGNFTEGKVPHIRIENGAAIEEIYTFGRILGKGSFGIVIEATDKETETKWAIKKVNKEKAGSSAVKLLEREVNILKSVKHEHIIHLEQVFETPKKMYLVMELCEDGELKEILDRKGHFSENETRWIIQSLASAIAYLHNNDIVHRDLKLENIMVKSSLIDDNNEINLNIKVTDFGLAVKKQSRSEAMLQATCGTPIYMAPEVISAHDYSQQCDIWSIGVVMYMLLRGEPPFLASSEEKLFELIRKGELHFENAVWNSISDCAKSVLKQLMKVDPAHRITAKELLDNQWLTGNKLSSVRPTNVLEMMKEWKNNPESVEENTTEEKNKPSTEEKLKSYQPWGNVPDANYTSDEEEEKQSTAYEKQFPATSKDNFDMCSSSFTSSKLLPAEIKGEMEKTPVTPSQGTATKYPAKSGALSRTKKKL
p53 PUMA act: mutant p53 pathway re-activators, primary screen, cell-based, SW480, luciferase, single point, HTS; activation, % at 9.98 µM; 1.5% of 28,000 active; SW480 PUMA-promoter luciferase, p53 mutant reactivation; in the data active = activation above about 52%
Starred values were filed as active, the others as inactive; · = no result given. This is a subset; the hit share may differ from the screen's.

Compound,STK33 kin inh,p53 PUMA act
COc1ccc(NC(=O)N(C)C[C@@H]2OCCCC[C@@H](C)Oc3ccc(N(C)C)cc3C(=O)N([C@H](C)CO)C[C@@H]2C)cc1,1.7,·
C[C@H]1CCCCO[C@H](CN(C)C(=O)C2CCCCC2)[C@@H](C)CN([C@@H](C)CO)C(=O)c2cc(NC(=O)c3ccncc3)ccc2O1,·,-4.8
CNC[C@H]1OCCCC[C@@H](C)Oc2ccc(NC(=O)NC(C)C)cc2C(=O)N([C@H](C)CO)C[C@@H]1C,0.2,3.3
Cc1cc(C)c(C)c(OCC(=O)NCc2ccco2)c1,3.8,-2.9
CC(C)(C)c1cc(C(=O)CSc2nc3ccccc3[nH]2)cc(C(C)(C)C)c1O,0.8,-15.1
CC(C)NC(=O)Nc1ccc2c(c1)CC(=O)N([C@H](C)CO)C[C@@H](C)[C@@H](CN(C)S(C)(=O)=O)O2,-2.1,·
CC(C)NC(=O)Nc1ccc2c(c1)C(=O)N([C@@H](C)CO)C[C@H](C)[C@H](CN(C)C(=O)CCC(F)(F)F)OCCCC[C@@H](C)O2,·,7.6
C[C@@H]1CCCCO[C@@H](CN(C)C(=O)c2ccccc2)[C@@H](C)CN([C@H](C)CO)C(=O)c2cc(NS(=O)(=O)c3ccc(F)cc3)ccc2O1,-7.4,·
C[C@@H]1CN([C@@H](C)CO)C(=O)c2cccc(NS(=O)(=O)c3cccs3)c2O[C@@H]1CN(C)Cc1ccc(Cl)c(Cl)c1,·,-0.5
C[C@@H]1CN([C@@H](C)CO)C(=O)Cc2cc(NS(=O)(=O)c3ccc(Cl)cc3)ccc2O[C@@H]1CN(C)Cc1ccc(Oc2ccccc2)cc1,2.4,·
COC(=O)CSc1nnc(-c2ccc(Cl)cc2)n1-c1ccc(Br)cc1,-3.2,-4.4
Cc1noc(C)c1S(=O)(=O)Nc1ccc2c(c1)C(=O)N([C@@H](C)CO)C[C@H](C)[C@@H](CN(C)C(=O)CCC(F)(F)F)OCCCC[C@H](C)O2,·,-10.5
CS(=O)(=O)N1CCN(c2ccccc2NC(=O)COc2ccc(Cl)cc2)CC1,-1.4,1.8
C[C@H](CO)N1C[C@H](C)[C@H](CN(C)S(=O)(=O)c2cccs2)OCCCC[C@H](C)Oc2ccc(N(C)C)cc2C1=O,·,-1.4
C[C@@H]1CN([C@@H](C)CO)C(=O)CCCn2nncc2CO[C@H]1CN(C)S(=O)(=O)c1ccc2ccccc2c1,1.2,5.6
COc1c2ccoc2c(OC)c2oc(=O)ccc12,1.5,24.6
C[C@@H]1CN([C@H](C)CO)C(=O)Cc2cc(NC(=O)c3ccncc3)ccc2O[C@H]1CN(C)Cc1ccc(Oc2ccccc2)cc1,1.1,·
CS(=O)(=O)N(CC(=O)Nc1cccc(Cl)c1Cl)c1cc(Cl)c(Cl)cc1Cl,1.8,17.8
CCn1c(SCC(=O)Nc2ccc(C)cc2)nc2ccc(I)cc2c1=O,-4.8,9.7
O=C(N[C@H](COC(=O)[C@H](Cc1ccccc1)NC(=O)c1ccccc1)Cc1ccccc1)c1ccccc1,-1.4,·
COc1ccc(Cl)cc1NC(=O)C(C)N(c1ccc(C)cc1)S(C)(=O)=O (centres undefined),-5.8,1.7
C[C@H]1CN([C@@H](C)CO)C(=O)c2cc(C#CCc3ccccc3)cnc2O[C@@H]1CN(C)C(=O)Cc1cccnc1,·,16.0
COC(=O)c1c(NC(=S)Nc2ccn(C)n2)sc(C)c1-c1ccccc1,-1.7,19.5
C[C@@H]1CN([C@H](C)CO)C(=O)c2cc(NS(=O)(=O)c3cn(C)cn3)ccc2O[C@@H](C)CCCCO[C@@H]1CN(C)C,·,1.4
C[C@H]1CN([C@@H](C)CO)C(=O)c2cc(NC(=O)CCN3CCOCC3)ccc2O[C@H]1CN(C)C(=O)Nc1ccc2c(c1)OCO2,-0.2,·
COc1ccc(NC(=O)N(C)C[C@H]2Oc3ccc(NC(=O)Nc4ccc5c(c4)OCO5)cc3C(=O)N([C@H](C)CO)C[C@@H]2C)cc1,·,3.2
C[C@@H]1CN([C@H](C)CO)C(=O)c2cccc(NC(=O)c3ccncc3)c2O[C@H]1CN(C)C,·,6.1
Cc1ccc(NC(=O)C(C)NS(=O)(=O)c2ccc(Cl)cc2)cc1Cl (centres undefined),-2.0,-0.6
Cc1c(Br)ccc(NC(=O)CSc2nnnn2-c2ccccc2)c1C,-5.7,1.1
C[C@@H]1CN([C@@H](C)CO)C(=O)Cc2cc(NC(=O)c3ccncc3)ccc2O[C@@H]1CN(C)C(=O)Nc1ccccc1,-0.8,6.9

The final 6 entries of the part above come first, to join the parts.
Compound,STK33 kin inh,p53 PUMA act
C[C@H]1CN([C@@H](C)CO)C(=O)c2cc(NC(=O)CCN3CCOCC3)ccc2O[C@H]1CN(C)C(=O)Nc1ccc2c(c1)OCO2,-0.2,·
COc1ccc(NC(=O)N(C)C[C@H]2Oc3ccc(NC(=O)Nc4ccc5c(c4)OCO5)cc3C(=O)N([C@H](C)CO)C[C@@H]2C)cc1,·,3.2
C[C@@H]1CN([C@H](C)CO)C(=O)c2cccc(NC(=O)c3ccncc3)c2O[C@H]1CN(C)C,·,6.1
Cc1ccc(NC(=O)C(C)NS(=O)(=O)c2ccc(Cl)cc2)cc1Cl (centres undefined),-2.0,-0.6
Cc1c(Br)ccc(NC(=O)CSc2nnnn2-c2ccccc2)c1C,-5.7,1.1
C[C@@H]1CN([C@@H](C)CO)C(=O)Cc2cc(NC(=O)c3ccncc3)ccc2O[C@@H]1CN(C)C(=O)Nc1ccccc1,-0.8,6.9
C[C@@H]1CCCCO[C@H](CN(C)Cc2ccncc2)[C@@H](C)CN([C@@H](C)CO)C(=O)c2cc(NC(=O)c3ccncc3)ccc2O1,·,-2.6
COc1cc(O)cc(/C=C/c2ccccc2)c1,8.1,·
COc1ccccc1Nc1nc(N)nc(CSc2ncccn2)n1,-0.4,85.7*
C[C@@H]1CN([C@H](C)CO)C(=O)Cc2cc(NS(=O)(=O)c3ccc(F)cc3)ccc2O[C@@H]1CN(C)Cc1ccc(C(F)(F)F)cc1,8.5,·
Cc1ccc(S(=O)(=O)Nc2ccc3c(c2)CC(=O)N([C@@H](C)CO)C[C@H](C)[C@H](CN(C)Cc2ccc(C(F)(F)F)cc2)O3)cc1,6.8,·
Cc1noc(C)c1S(=O)(=O)Nc1ccc2c(c1)C(=O)N([C@H](C)CO)C[C@@H](C)[C@@H](CN(C)C(=O)Nc1ccccc1)OCCCC[C@@H](C)O2,·,-19.6
CC(C)CNC(=O)C(=O)NCc1ccccn1,-5.3,1.8
CNC[C@H]1Oc2ncc(-c3ccccc3C)cc2C(=O)N([C@@H](C)CO)C[C@@H]1C,·,6.2
C[C@H]1CN([C@@H](C)CO)C(=O)c2cccc(NC(=O)Nc3cccc4ccccc34)c2O[C@H]1CN(C)C(=O)Nc1ccc(C(F)(F)F)cc1,·,-57.6
COc1ccc(NC(=O)Nc2ccc3c(c2)C(=O)N([C@@H](C)CO)C[C@H](C)[C@@H](CN(C)Cc2ccc(Oc4ccccc4)cc2)O3)cc1,2.2,·
Cc1ccc(S(=O)(=O)Nc2ccc3c(c2)C(=O)N([C@@H](C)CO)C[C@@H](C)[C@@H](CN(C)C(=O)NC(C)C)O3)cc1,-0.3,·
CCOc1cc(S(=O)(=O)NCc2cccnc2)ccc1Cl,-1.6,-4.1
CC1=C(/C=C/C(C)=C/C=C/C(C)=C\C(=O)O)C(C)(C)CCC1,0.8,·
COc1ccc(Cl)cc1NC(=O)COc1ccccc1OC,2.6,99.4*
O=C(COc1ccccc1)Nc1ccc2nn(-c3ccc(Cl)cc3)nc2c1,-0.2,8.1
CNC[C@H]1Oc2ncc(/C=C/c3ccccc3)cc2C(=O)N([C@@H](C)CO)C[C@H]1C,·,2.6
CC(C)NC(=O)Nc1ccc2c(c1)C(=O)N([C@H](C)CO)C[C@@H](C)[C@@H](CN(C)S(=O)(=O)c1ccccc1)OCCCC[C@H](C)O2,·,0.4
C[C@@H]1CN([C@@H](C)CO)C(=O)CCCn2nncc2CO[C@H]1CN(C)C(=O)c1ccc2ccn(C)c2c1,-0.9,·
C[C@@H]1CCCCO[C@H](CN(C)C(=O)Nc2ccc(F)cc2)[C@@H](C)CN([C@H](C)CO)C(=O)c2cc(NC(=O)Cc3ccccc3)ccc2O1,-2.7,·
Cc1noc(C)c1NC(=O)Nc1ccc2c(c1)CC(=O)N([C@@H](C)CO)C[C@H](C)[C@@H](CN(C)C(=O)Nc1ccc3c(c1)OCO3)O2,0.3,·
Cc1noc(C)c1S(=O)(=O)N(C)C[C@H]1Oc2ccc(NS(=O)(=O)c3ccc(F)cc3)cc2CC(=O)N([C@@H](C)CO)C[C@@H]1C,1.8,·
O=C(COc1ccc([N+](=O)[O-])cc1)Nc1cccc(O)c1,-0.2,117.1*
Cc1noc(C)c1NC(=O)N(C)C[C@@H]1OCCCC[C@@H](C)Oc2ccc(N(C)C)cc2C(=O)N([C@H](C)CO)C[C@H]1C,·,2.0
C[C@H](NCCc1ccc(O)cc1)[C@H](O)c1ccc(O)cc1,-0.3,13.6
CC(=O)Nc1ccc(S(=O)(=O)N(C)C2CCCCC2)cc1,-0.3,·
NC(=O)CS(=O)(=O)c1nc2ccccc2n1Cc1ccccc1F,0.7,6.7
COc1cc(CO)ccc1OCC(=O)Nc1ccccc1F,-2.2,64.4*
O=C(CNS(=O)(=O)c1cc(Cl)ccc1Cl)Nc1cccc([N+](=O)[O-])c1,-4.6,-0.8
C[C@@H]1CN([C@@H](C)CO)C(=O)c2cc(NC(=O)NC3CCCCC3)ccc2O[C@H]1CN(C)C(=O)Nc1ccccc1,·,11.5
C[C@@H]1CN([C@@H](C)CO)S(=O)(=O)c2ccc(C#CCC3CCCC3)cc2O[C@H]1CN(C)Cc1ccc(C(=O)O)cc1,·,-0.4
COc1ccc(C#Cc2ccc3c(c2)[C@]2(C(=O)N3)[C@H](C(=O)NC[C@H](O)c3ccccc3)[C@H]3C(=O)O[C@H](c4ccccc4)[C@H](c4ccccc4)N3[C@@H]2c2ccc(OCCO)cc2)cc1,15.6,·
COCC(=O)O[C@]1(CCN(C)CCCc2nc3ccccc3[nH]2)CCc2cc(F)ccc2[C@@H]1C(C)C,·,-10.1
Cc1ccc(C)c(OCC(O)CN2CCN(CCO)CC2)c1 (centres undefined),3.0,10.1
C[C@@H]1CN([C@@H](C)CO)C(=O)Cc2cc(NC(=O)c3ccncc3)ccc2O[C@H]1CN(C)S(=O)(=O)c1ccc(Cl)cc1,·,2.0
CC(C)NC(=O)N(C)C[C@H]1OCCCC[C@@H](C)Oc2ccc(NC(=O)CCCN(C)C)cc2C(=O)N([C@@H](C)CO)C[C@H]1C,·,3.3
O=C(CNS(=O)(=O)c1ccccc1)Nc1cccc([N+](=O)[O-])c1,0.2,-2.4
COc1ccc(NC(=O)c2ccccc2OCC(=O)Nc2cccc(C)c2C)c(C)c1,-2.2,8.9
C[C@H](CO)N1C[C@H](C)[C@H](CN(C)S(=O)(=O)c2ccc(F)cc2)Oc2ncc(-c3ccc(F)cc3)cc2C1=O,2.3,-1.7
O=C(O)CCNC(=O)c1cncc(Br)c1,1.4,-4.7
O=C(Oc1cc(OC(=O)c2ccccc2)c2c(c1)O[C@H](c1ccc(OC(=O)c3ccccc3)c(OC(=O)c3ccccc3)c1)[C@@H](OC(=O)c1ccccc1)C2)c1ccccc1,1.2,9.1
CCC(=O)NC(c1cccc([N+](=O)[O-])c1)c1c(O)ccc2ccccc12 (centres undefined),-2.9,-0.9
Cc1sc2nc(SCC(=O)c3cccs3)n(Cc3ccco3)c(=O)c2c1C,2.7,8.5
CC(O)Cn1cnc2c1c(=O)n(C)c(=O)n2C (centres undefined),2.0,1.4
C[C@@H]1CN([C@@H](C)CO)C(=O)c2cccc(N(C)C)c2O[C@H]1CN(C)S(=O)(=O)c1ccccc1,·,-5.4
C[C@@H]1CCC2C(C)(C)[C@H](O)CC[C@]2(C)[C@@]12Cc1c(O)cc3c(c1O2)CNC3=O (some centres undefined),-2.3,1.1
Nc1nc2ccc(Cl)cc2c2nc(-c3ccco3)nn12,·,-20.2
Cc1cnn(CCCNC(=O)NC23CC4CC(CC(C4)C2)C3)c1,-1.4,9.8
Cc1noc(C)c1S(=O)(=O)Nc1ccc2c(c1)CC(=O)N([C@H](C)CO)C[C@@H](C)[C@H](CN(C)C(=O)Nc1ccccc1)O2,-2.6,3.4
C[C@H]1CN([C@@H](C)CO)C(=O)Cc2cc(N(C)C)ccc2O[C@@H]1CN(C)C(=O)Nc1ccc2c(c1)OCO2,-5.8,·
CC(=O)N1N=C(N)SC12CCCC2,·,2.5
Cc1cc(Br)ccc1NC(=O)Cn1nc(C)c([N+](=O)[O-])c1C,0.8,16.9
C[C@@H](NC(=O)C[C@@H]1C[C@@H]2c3cc(NC(=O)C4CCOCC4)ccc3O[C@@H]2[C@@H](CO)O1)c1ccccc1,·,-2.9
Cc1cccc(NC(=O)c2ccccc2NC(=O)COc2cccc([N+](=O)[O-])c2)c1C,0.8,-36.1
C[C@@H]1CN([C@@H](C)CO)C(=O)c2cc(C#CC3(O)CCCC3)cnc2O[C@@H]1CN(C)C(=O)CC1CC1,·,-3.0
C[C@@H]1CCCCO[C@H](CN(C)C(=O)CCC(F)(F)F)[C@@H](C)CN([C@H](C)CO)C(=O)c2cc(N(C)C)ccc2O1,-9.3,-4.8
